Screening data (PubChem)
aSyn yeast rescue – qHTS of alpha-syn Inhibitors: NCGC Sytravon Library Screen | AID 1347070, 2019 | S. cerevisiae alpha-synuclein toxicity rescue, BacTiter-Glo growth, 24 h | Potency, µM (titrated, usually from 46.1 µM), inactives show at the highest dose growth rescue (activation), usual class: activators | hit rate 0.02% among 94,000; active = well fitted activation curve with a large enough effect; inconclusive = small, poorly fitted or top-dose-only effect; also: 0% is about no effect
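Growth restoration measured by BacTiter-Glo luminescence after 24 hr at 30 deg C; alpha-synuclein yeast, raffinose-pregrown to mid-log, were added at OD600=0.02 in galactose medium onto pinned compounds.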
Active calls of the source: *; ? = inconclusive; [ ] = remark or other dose. Potency is read from the fitted curve at half-maximal effect.

Start of the listing, in advance:
SMILES	aSyn yeast rescue
COC(=O)C12CCC(C)(c3nc4ccccc4nc31)C2(C)C (configuration not stated)	?
CCOCC(=O)Nc1cc(Cl)ccc1C	7%
CN(C(=O)C1=CC(c2ccc3c(c2)OCO3)=NS(=O)(=O)N1C)c1ccccc1	0%

The whole of this part, from the start:
SMILES	aSyn yeast rescue
COC(=O)C12CCC(C)(c3nc4ccccc4nc31)C2(C)C (configuration not stated)	?
CCOCC(=O)Nc1cc(Cl)ccc1C	7%
CN(C(=O)C1=CC(c2ccc3c(c2)OCO3)=NS(=O)(=O)N1C)c1ccccc1	0%
CCOc1ccc(NC(=O)Cn2c(=O)n(-c3cccc(Cl)c3)c(=O)c3c2c2cc(C)ccc2n3C)cc1	-6%
Cc1ccccc1OCC(O)Cn1c(=N)n(Cc2ccccc2)c2ccccc21 (configuration not stated)	-12%
CC(CNC(=O)CCCn1c(=O)c2cccn2c2ccccc21)c1ccccc1 (configuration not stated)	5%
O=C(N/N=C/c1cc(Br)c(Br)o1)c1ccc2c(c1)OCCO2	1%
COc1ccc(Cn2c(C3CC3)nc3ccc(NC(=O)c4cccnc4)cc3c2=O)cc1	13%
CCc1ccc(S(=O)(=O)c2nnn3c2nc(NCCNC(C)=O)c2cc(Cl)ccc23)cc1	-3%
COC(=O)Nc1ccc(S(=O)(=O)NCCCCCC(=O)O)cc1	1%
COc1ccc(-n2c(C)c(C)c3c(N)ncnc32)cc1	-2%
Clc1ccc(-n2nnnc2-c2cnc3ccc(Cl)cc3c2-c2ccccc2)cc1	15%
CCC(=O)N(C)C[C@H]1Oc2ncc(C#Cc3ccncc3)cc2C(=O)N([C@@H](C)CO)C[C@@H]1C	-10%
Cc1ccc(N2C(=O)c3oc4cc(C)c(C)cc4c(=O)c3C2c2cccc(O)c2)nc1 (configuration not stated)	6%
COc1cccc2c1CCc1c-2nc2ccccc2c1C(=O)O	-6%
Cc1ccc2c(c1)NC(c1cccs1)C1=C(CC(C)(C)CC1=O)N2 (configuration not stated)	-8%
Cc1ccc(C2C=C(c3ccccc3)Nc3nc(NS(=O)(=O)c4ccc(C)cc4)nn32)cc1 (configuration not stated)	3%
O=C(Nc1ccc(Cl)c(Cl)c1)N1N=CCC1c1ccccc1 (configuration not stated)	-15%
Cn1cc(S(=O)(=O)NC2CCCCC2)c(=O)n(C)c1=O	5%
C/C(=N\NC(=O)CCn1nc(C)cc1C)C(C)(C)C	-3%
CN(C)c1ccc(P(=O)(OCc2ccccc2)C(O)c2ccc(Br)cc2)cc1 (configuration not stated)	8%
Cc1ccc2nc(N(Cc3cccnc3)C(=O)c3ccco3)sc2c1	18%
Cc1cc(C)cc(C(=O)NCC(=O)NCCc2c[nH]c3ccccc23)c1	-7%
O=C(Nc1cccc(S(=O)(=O)N2CCOCC2)c1)c1cccc(S(=O)(=O)N2CCCCC2)c1	3%
COc1cc(C(=O)O)cc(NC(=O)c2ccco2)c1OC	3%
Next part
SMILES	aSyn yeast rescue
COc1ccc2c(c1)CC(C(=O)NCc1ccc(F)cc1)CO2 (configuration not stated)	4%
COC(=O)c1ccccc1NC(=O)c1nc(-c2ccc(Cl)cc2)n2c1CCCCC2	-5%
Nc1nonc1-n1nnc(C(=O)N/N=C/c2ccc(Cl)cc2Cl)c1CN1CCCC1	-3%
CCC(=O)N1c2ccc(S(=O)(=O)N3CCN(c4ccccc4)CC3)cc2CC1C (configuration not stated)	24%
CCCNC(=O)CSc1ccc(S(=O)(=O)N(C)C2CCCCC2)cn1	9%
CCN(CCCNC(=O)c1cc2c(=O)n(C)c3ccccc3c2s1)c1ccccc1	-4%
CC(C)C1C(=O)N(Cc2cn(CCC3OCCO3)nn2)CCS(=O)(=O)N1Cc1ccc(-c2ccc(Cl)cc2)cc1 (configuration not stated)	?
Cc1nc2ncnn2c(C)c1CCC(=O)N1CCN(c2cccc(Cl)c2)CC1	6%
O=C(CSc1nc(-c2ccccc2)nc2c1Cc1ccccc1O2)Nc1ccc(C(=O)O)cc1	2%
CCCN(CCC)CCNC(=O)Cn1cnc2sc(C)c(S(=O)(=O)N3CCC(C)CC3)c2c1=O	-3%
CCC1=Nc2cc(C(=O)NCCCOC)ccc2Sc2ccc(Br)cc21	9%
Cc1ccc(C(=O)Nc2ccc3oc(-c4ccc(C(C)(C)C)cc4)nc3c2)cc1	-7%
O=C(Nc1ccc(F)cc1F)N1CCN(c2ccc(Cl)c(Cl)c2)CC1	-11%
COc1ccccc1N1CCN(c2cc(C)nc3nncn23)CC1	1%
COc1ccc(NC(=O)c2sc3nc4c(cc3c2N)CCCCCC4)cc1OC	2%
O=c1c2oc3ccccc3c2n(Cc2cccc(F)c2)c(=O)n1Cc1ccco1	-5%
O=C(O)CCc1ccc(-c2ccc(Br)cc2)n1NC(=O)c1ccc([N+](=O)[O-])cc1	3%
CCOc1ccccc1CNC(=O)c1cnc2c(-c3ccc(OCC)c(OCC)c3)c(C)nn2c1C	-5%
Cc1cccc(NC(=O)c2nc[nH]c2C(=O)NC[C@@H](C)O)c1	4%
Nn1c(COc2ccccc2F)nnc1SCC(=O)NC1CC1	-5%
CCOc1ccc(CCNC(=O)c2ccc(CS(=O)Cc3cccc(Cl)c3)o2)cc1 (configuration not stated)	-7%
CC1CCCN(C(=O)c2nn(C)c3c2CSc2ccccc2-3)C1 (configuration not stated)	4%
CCCc1nn2c(-c3ccccc3)nnc2o1	-6%
Cc1nnc(Sc2nc3c(c(=O)[nH]c(=O)n3C)n2Cc2ccccc2)s1	2%
COC(=O)/C=c1\[nH]c2nnc(C)n2c1=O	-3%

Part of the list above, field by field:
> O=C(CSc1nc(-c2ccccc2)nc2c1Cc1ccccc1O2)Nc1ccc(C(=O)O)cc1
  aSyn yeast rescue = 2%

> CCCN(CCC)CCNC(=O)Cn1cnc2sc(C)c(S(=O)(=O)N3CCC(C)CC3)c2c1=O
  aSyn yeast rescue = -3%

> CCC1=Nc2cc(C(=O)NCCCOC)ccc2Sc2ccc(Br)cc21
  aSyn yeast rescue = 9%

> Cc1ccc(C(=O)Nc2ccc3oc(-c4ccc(C(C)(C)C)cc4)nc3c2)cc1
  aSyn yeast rescue = -7%

Going on with the list.
SMILES	aSyn yeast rescue
CC1C(=O)Nc2ccc(S(=O)(=O)NCc3ccc(Cl)cc3)cc2NC1=O (configuration not stated)	-7%
Cc1ccccc1CN1CCN(C(C)C(=O)NCc2ccccc2)CC1 (configuration not stated)	4%
Cc1ccc(C(=O)Nc2sc3c(c2C(=O)NCc2ccco2)CCC(C(C)(C)C)C3)cc1 (configuration not stated)	-7%
COc1ccc(CNC(=O)c2cc3c(=O)n(Cc4ccco4)ccc3nc2C)c(OC)c1	0%
O=C(COC(=O)c1ccncc1)c1ccc(Cl)c(Cl)c1	-13%
CCC(C(=O)Nc1cccc(Cl)c1C)n1nc(C)c2sc3ccccc3c2c1=O (configuration not stated)	-2%
CCCCCOc1ccc(NC(=O)Cn2c(-c3cncs3)nc3ccccc32)cc1	-11%
Cc1ccccc1C(=O)NCC(=O)OCC(=O)NNC(=O)c1ccccc1F	-9%
CCN(CC)C(=O)C1=C(C)N(CCCN2CCCC2=O)C(=O)C(CC(=O)NCc2cccc3ccccc23)C1 (configuration not stated)	8%
CN(C)c1ccc(/C=N/NC(=O)c2ccc(NC(=O)c3ccccc3)cc2)cc1	-8%
COc1ccc(C(O)c2cnc(C)n2Cc2ccccc2)cc1 (configuration not stated)	-1%
CCc1nn2c(=O)cc(COC(=O)C3CCCCC3)nc2s1	-3%
Cc1cccc(NC(=O)C(=O)NCCc2c[nH]c3ccccc23)c1C	3%
C/C(Cn1cnc([N+](=O)[O-])n1)=N\NC(=O)c1ccc(O)cc1O	3%
CCCCN(C)C(=O)C1CCC(CNS(=O)(=O)c2ccc3c(c2)CC(C)N3C(C)=O)CC1 (configuration not stated)	1%
O=C(NCC(c1cccnc1)N1CCc2ccccc21)c1cccc(F)c1 (configuration not stated)	6%
CS(=O)(=O)c1ccc(NC(=O)C2CC(=O)N(c3ccc4c(c3)OCCO4)C2)cc1 (configuration not stated)	-6%
CCOC(=O)c1cccc(NC(=O)CSc2ncc3c(n2)-c2ccc(Cl)cc2N(Cc2ccccc2)S3(=O)=O)c1	-2%
CCn1cc(S(=O)(=O)c2ccccc2)c(=O)c2cc(C)ccc21	2%
CCCC(=O)Nc1cc(C(=O)O)ccc1S(=O)(=O)c1ccc(Cl)cc1	1%
COc1ccccc1C(=O)Nc1cc(-c2cccc(Br)c2)nn1-c1ccccc1	2%
Cc1ccc(-n2c(=O)cc(N3CCCCCC3)[nH]c2=O)cc1	-6%
Cc1cccc(NC(=O)CSc2nc3ccccc3c(=O)n2C)c1C	5%
COc1cccc(C2c3[nH]c4ccccc4c3CCN2CCCn2cccn2)c1 (configuration not stated)	6%
COc1ccccc1NC(=O)Cc1nnc(SCC(=O)NC2CCCC2)n1C	-5%

Reformatted as labelled records: entries from further up
smiles: Cc1ccccc1CN1CCN(C(C)C(=O)NCc2ccccc2)CC1 (configuration not stated)
  aSyn yeast rescue: 4%

smiles: Cc1ccc(C(=O)Nc2sc3c(c2C(=O)NCc2ccco2)CCC(C(C)(C)C)C3)cc1 (configuration not stated)
  aSyn yeast rescue: -7%

smiles: COc1ccc(CNC(=O)c2cc3c(=O)n(Cc4ccco4)ccc3nc2C)c(OC)c1
  aSyn yeast rescue: 0%

smiles: O=C(COC(=O)c1ccncc1)c1ccc(Cl)c(Cl)c1
  aSyn yeast rescue: -13%

(more compounds)
SMILES	aSyn yeast rescue
COc1ccc(CCNC(=O)c2ccc3nc(Cc4ccccc4)oc3c2)cc1OC	1%
Cc1csc2c(NC3CCN(Cc4ccccc4)CC3)ncnc12	1%
CCOc1ccc(C2C(C(=O)/C=C/c3ccco3)=C(O)C(=O)N2CCN2CCOCC2)cc1OC (configuration not stated)	4%
CC12CCC(=O)N1C(C(=O)NNC(=O)COc1ccc(Br)cc1)CS2 (configuration not stated)	9%
CCn1cc(C(=O)N2CCN(c3cccc(Cl)c3)CC2)c(=O)c2cc(S(=O)(=O)N3CCCCC3)ccc21	-2%
CCCNC(=O)N(C)C[C@@H]1Oc2cc(Br)ccc2S(=O)(=O)N([C@@H](C)CO)C[C@H]1C	4%
CCOC(=O)C1CCCN(C(=S)NC(=O)c2cc(Br)ccc2Cl)C1 (configuration not stated)	10%
Cc1cc(C)c(NC(=O)CC(=O)c2ccccc2)c(Cl)c1	7%
COC(=O)c1ccc(N2CCN(CC(=O)c3ccc(C)cc3)CC2)c([N+](=O)[O-])c1	-3%
Cc1cccc(NC(=O)CSc2nc3c([nH]c4ccccc43)c(=O)n2-c2cc(C)cc(C)c2)c1	3%
COC(=O)c1cc(S(=O)(=O)N2CCN(c3ccc(OC)cc3)CC2)c[nH]1	-4%
COc1ccc(C(=O)Nc2ccc(N3CCN(c4ccccc4)CC3)c(C(=O)O)c2)cc1	-9%
O=C(OCc1cc(=O)n2nc(-c3cccs3)sc2n1)c1cccc(F)c1	-19%
C=CS(=O)c1sc(Cl)c(N2CCOCC2)c1[N+](=O)[O-] (configuration not stated)	-76%[inhibitor]
COc1ccc(CSc2nc3ccncc3n2CC(=O)Nc2cc(C)cc(C)c2)cc1	-13%
O=C(NC1CCCCC1)c1ccccc1-c1ccccc1	-3%
CCOC(=O)c1cc(-c2ccccc2)n(CCC(=O)Nc2cc(OCC)ccc2OCC)c1C	10%
O=C(CCC(=O)NNC(=O)Cc1ccccc1)NCc1ccccc1	-7%
O=C(CCSCc1cccc(F)c1)NCc1ccccc1	3%
Cc1ccc(CSc2nc3ccc(NC(=O)C(C)C)cc3s2)cc1	0%
Cc1ccc(NC(=O)c2ccc(Br)cc2)c(C(=O)c2ccccc2)c1	1%
Cc1cccc(-c2cc3nc(C)cc(C)n3n2)c1	-7%
Cc1cccc(OCC(=O)Nc2c(C(=O)Nc3ccc(F)cc3)oc3ccccc23)c1	-2%
COc1ccc(N(CCC(=O)O)S(=O)(=O)c2ccc(C)c(C)c2)cc1	-2%
CSc1ccc(NC(=O)Nc2ccccc2C(N)=O)cc1	-20%
(more compounds)
SMILES	aSyn yeast rescue
Cc1ccc(NC(=O)Cn2c(=O)n(Cc3nc(-c4ccccc4)no3)c(=O)c3cc4c(cc32)OCO4)cc1C	-8%
O=C1NC(=S)N/C1=C/c1cccc([N+](=O)[O-])c1	-2%
Cc1cc(NC(=O)CCC(=O)N(c2ccccc2C)C(C(=O)NC2CCCC2)c2ccccc2)no1 (configuration not stated)	-10%
Cc1c(Cl)cccc1NC(=S)NC(=O)c1cncc(Br)c1	-10%
CC(C)c1ccc(NC(=O)CSC2=Nc3ccccc3C3=NC(CCC(=O)NCc4ccc(F)cc4)C(=O)N23)cc1 (configuration not stated)	-6%
COc1ccc(C(=O)/C=C/c2ccc(OC3CSC3)cc2)cc1	-7%
C=CCOc1c(Br)cc(/C=N/NC(=O)Cc2ccc(C(F)(F)F)cc2[N+](=O)[O-])cc1OC	-8%
Cn1nc(C(F)(F)F)c(-c2cccc(C(F)(F)F)c2)c1NC(=O)Nc1ccc(F)cc1	3%
CN(C)CCNC(=O)c1ccc(-n2c(-c3ccccc3)cc3c2CCCCC3)cc1	-4%
COc1ccc(CCNC(=O)CSc2nnnn2-c2cccc(C(C)=O)c2)cc1OC	-4%
CC(C)c1ccc(S(=O)(=O)c2cn(CC(=O)Nc3ccc(F)cc3)c3ccccc3c2=O)cc1	0%
CCOc1ccc(S(=O)(=O)N2CCN(C(=O)CN3C(=O)NC4(CCCC4)C3=O)CC2)cc1	4%
O=C(NCCOCCn1c(=O)oc2ccccc21)Nc1ccc(Cl)cc1	-7%
Cc1ccc(Cl)cc1N1CCN(S(=O)(=O)c2ccc3oc(=O)c4ncn(C)c4c3c2)CC1	-10%
COc1ccc(-c2cc(-c3ccccc3)c(C#N)c(SCC(=O)O)n2)cc1	11%

The list is partial; the hit share may differ from the screen's.
